High-throughput results: PubChem, several laboratories
KCNQ1 block – inhibitors of human KCNQ1 potassium channel | P51787 | CHO-K1 KCNQ1, FluxOR thallium flux fluorescence; hits give high values | B-score at 10 µM | 310,000 tested, 1.3% active;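 active = compounds whose thallium flux B-score, printed positive for inhibition, exceeds three library SD while starting fluorescence stays within three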;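 note: channel opened by potassium depolarization with thallium stimulus after 20 min compound exposure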
GSK3A inh – inhibitors of human GSK-3 alpha kinase. P49840. AID 2650. 320,000 tested, 0.1% active. inhibition, % at 10 µM. ADP-Glo luminescence, 60 min;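 in the data active = inhibition above about 50%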;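 note: GST-tagged GSK-3 alpha with peptide substrate and 25 µM ATP; 0% = DMSO neutral wells and 100% = GW8510 positive control wells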
PolyA inhibitor – inhibitors of polyadenylation in S. cerevisiae | S. cerevisiae SKY197-pL101 polyadenylation reporter, beta-gal luminescence; efflux-impaired pdr1/pdr3 knockout yeast; score 100 = 6 SD above DMSO | calls only at 12 µM | 300,000 tested, 0.02% active;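 active = lowest replicate activity score at least 50, where 100 means six control SD above control mean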;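 note: yeast exposed to compound for 9 h at 30 °C; higher score means more reporter readthrough which indicates perturbed polyadenylation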
RGS4 act – potentiators or activators of RGS4; HEK293 M3R/inducible RGS4, carbachol calcium flux Fluo4; hits give low values; 310,000 tested, 0.92% active; B-score at 10 µM;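 active = B-score of the integrated calcium signal more than 4 SD below the library mean, with starting fluorescence not abnormally high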;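 note: negative B-score means reduced calcium response which marks RGS4 activation or potentiation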
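System – HEK293 FlpIn-TREx cells, stable M3R, doxycycline-inducible RGS4 · Reagent – ECmax carbachol challenge · Times – compound preincubation 20 min at room temperature before agonist · Technique – Fluo4 fluorescence kinetic imaging of calcium · Measure – B score of integrated Fluo4 ratio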
GSK3beta inhib – inhibitors of human GSK3beta kinase; P49841; GST-GSK3beta kinase, ADP-Glo luminescence, 60 min; hits give low values; activity score (negative = inhibition), % at 10 µM; 300,000 tested, 0.038% active; AID 2097;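 active = more than half of replicate wells score below -50%, meaning over 50% inhibition versus plate controls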;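 note: 0% = median DMSO wells and -100% = median GW8510 positive control wells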
Target sequence (P49841 whole entry, looked up): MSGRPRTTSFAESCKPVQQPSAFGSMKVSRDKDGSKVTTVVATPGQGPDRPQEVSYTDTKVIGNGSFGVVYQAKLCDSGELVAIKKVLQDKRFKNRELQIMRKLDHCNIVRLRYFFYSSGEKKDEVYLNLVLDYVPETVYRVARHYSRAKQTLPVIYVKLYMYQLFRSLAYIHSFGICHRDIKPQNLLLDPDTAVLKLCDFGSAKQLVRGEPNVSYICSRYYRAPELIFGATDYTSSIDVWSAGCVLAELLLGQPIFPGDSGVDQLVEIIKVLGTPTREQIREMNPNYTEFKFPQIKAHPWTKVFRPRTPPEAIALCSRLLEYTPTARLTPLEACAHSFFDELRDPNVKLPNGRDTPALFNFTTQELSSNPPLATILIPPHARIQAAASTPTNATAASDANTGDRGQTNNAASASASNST
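Test system: GST-tagged human GSK3beta kinase, cell-free; evaluation: activity score scaled between in-plate DMSO and GW8510 controls; measured by: ADP-Glo luminescence; incubation: 60 min reaction, RT; benchmarks: DMSO and 20 µM GW8510; reagent: peptide substrate plus 25 µM ATP (final); medium: Tris/MgCl2 kinase buffer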
KCNK9 inh – blocks the human KCNK9 two-pore domain potassium channel. Q9NPC2. HEK293 KCNK9, FluxOR thallium flux fluorescence; hits give low values. B-score at 10 µM. 310,000 tested, 1.2% active. AID 488922;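 active = ratio B-score over 3 SD below the library mean, with starting fluorescence within 5 SD of its mean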;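 note: negative B-score means less thallium flux so channel inhibition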
Target sequence (Q9NPC2 whole entry, looked up, the tested form may be a part): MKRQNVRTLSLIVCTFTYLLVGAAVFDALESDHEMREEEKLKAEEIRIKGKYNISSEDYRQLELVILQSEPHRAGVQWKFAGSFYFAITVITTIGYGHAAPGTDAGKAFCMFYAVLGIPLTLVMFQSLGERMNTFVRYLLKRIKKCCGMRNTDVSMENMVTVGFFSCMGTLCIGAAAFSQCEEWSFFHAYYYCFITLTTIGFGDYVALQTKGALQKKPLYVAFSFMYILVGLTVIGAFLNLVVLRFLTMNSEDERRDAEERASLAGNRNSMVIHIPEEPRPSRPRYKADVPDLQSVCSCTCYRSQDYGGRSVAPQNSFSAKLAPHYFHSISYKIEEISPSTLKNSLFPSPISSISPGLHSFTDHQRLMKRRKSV
DYRK1A inh – blocks rat Dyrk1A kinase activity; Q63470; ADP-Glo luminescence, NFATc1 peptide; inhibition, % at 12.5 µM; 310,000 tested, 0.43% active; in the data active = inhibition above about 50%;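 note: plate controls were vehicle with enzyme for no effect and no enzyme for full effect; many of its hits are not listed in these tables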
KCNQ1 pot – human KCNQ1 channel potentiation or activation | P51787 | CHO-K1 KCNQ1, thallium flux FluxOR fluorescence; hits give high values | B-score at 10 µM | 310,000 tested, 0.35% active | AID 2648;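 active = fluorescence ratio B-score, a plate-corrected score, at least three library SD, with initial intensity B-score within 5 SD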
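System: CHO-K1 cells stably expressing KCNQ1 / Medium: assay buffer for compound exposure, DMSO matched across wells / Reagent: thallium- and potassium-containing depolarizing buffer / Compound: one concentration, matched DMSO / Incubation: 20 min compound pretreatment at room temperature / Measured by: kinetic FluxOR fluorescence, 10 s baseline plus 110 s post-stimulus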
RGS4 block – inhibitors of human RGS4; B-score at 10 µM; AID 463165; 310,000 tested, 0.45% active; HEK293 M3R/RGS4 inducible, Fluo-4 calcium flux; hits give high values; triggered by carbachol at its EC20; P49798;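 active = B-score, a plate-corrected calcium signal, over three deviations above library mean, with baseline fluorescence within five deviations of library mean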;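 note: RGS4 expression induced by doxycycline in cells with stable M3 receptor; B-score is computed from the integrated fluorescence ratio over baseline after carbachol; higher B-score means a larger calcium signal and so more RGS4 inhibition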
Target sequence (P49798 whole entry, looked up): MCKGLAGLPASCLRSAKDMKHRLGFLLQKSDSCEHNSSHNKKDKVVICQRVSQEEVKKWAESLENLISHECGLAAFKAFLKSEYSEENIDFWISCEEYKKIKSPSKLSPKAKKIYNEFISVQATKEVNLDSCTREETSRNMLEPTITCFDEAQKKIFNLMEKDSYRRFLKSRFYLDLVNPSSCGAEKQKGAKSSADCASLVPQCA
hERG protect – compounds protecting human hERG from proarrhythmic drug block; Q12809; CHO-hERG, FluxOR thallium flux, dofetilide IC70 present; activation (rescue from dofetilide block), less the hit threshold, % at 10 µM; 310,000 tested, 0.51% active;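 active = activation above the mean of controls blocked by dofetilide plus 5 SD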;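 note: thallium influx through hERG after potassium depolarization seen as dye fluorescence rise; in these data hits start at about 4.7%; inactives centre near -7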
KCNK3 block – human KCNK3 channel inhibition, primary screen; O14649; CHO-KCNK3 thallium flux, FluxOR fluorescence; hits give low values; B-score at 10 µM; 340,000 tested, 0.84% active; AID 602410;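 active = B-score under library mean minus 4 SD, starting fluorescence ratio at most library mean plus 5 SD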;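 note: more negative B-score means stronger inhibition of thallium flux through KCNK3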
Active calls of the source: *; i = inactive; . = not tested or not shown; & = joins results of further samples; ! = not active in a repeat. Only part of the results is shown; the hit share may differ from the screen's.

Every second line gives: KCNQ1 block	GSK3A inh	PolyA inhibitor	RGS4 act	GSK3beta inhib	KCNK9 inh	DYRK1A inh	KCNQ1 pot	RGS4 block	hERG protect	KCNK3 block
- COc1ccc(C(=O)Nc2cc3c4c(c2)C(C)C(=O)N4CCC3)c(OC)c1 (configuration not stated)
→ i	-0.5	i	i	-0.1	i	-2.2	i	i	-13.7	i
- O=c1[nH]c2cc3c(cc2cc1CN(CCCO)C(=S)NCc1ccco1)OCO3
→ i	3.2	i	i	-0.3	i	0.7	i	i	-3.2	i
- Cc1cccc(C(=O)NCC(=O)OCC(=O)N2CCCCC2)c1
→ i	-1.4	i	i	1.3	i	2.4	i	i	-9.3	i
- Cc1ccc(NC(=O)CSc2ccc(-c3cccnc3)nn2)cc1Cl
→ i	3.2	i	i	0.0	i	-8.1	i	i	-8.0	i
- CCOc1ccccc1NS(=O)(=O)c1ccc2oc(=O)ccc2c1
→ i	-1.0	i	i	5.4	i	9.4	i	i	-1.0	i
- COc1ccc(-c2nnc(SC(C)C(=O)Nc3cccc(Cl)c3)o2)cc1 (configuration not stated)
→ i	-2.6	i	i	1.9	i	1.2	i	i	-14.5	i
- COc1ccccc1C/C(N)=N/OC(=O)c1cccc([N+](=O)[O-])c1C
→ i	0.3	i	i	3.6	i	-6.9	i	i	-5.0	i
- CC(=O)c1c(C)[nH]c(C(=O)OC2CCCCC2=O)c1C (configuration not stated)
→ i	-0.8	i	i	0.2	i	4.3	i	i	-5.2	i
- CC(C)CCn1cnc2c1c(=O)n(CC(=O)NC(N)=O)c(=O)n2Cc1ccccc1
→ i	-2.0	i	i	0.8	i	-6.8	i	i	-1.4	i
- Cc1cccc(C(C)C)c1NC(=O)C1CCN(S(=O)(=O)c2ccccc2)CC1
→ i	0.4	i	i	-0.1	i	-4.2	i	i	-4.5	i
- Cc1cccc(CC(=O)c2c[nH]c3ccccc23)c1
→ i	0.9	i	i	-2.4	i	.	i	i	-8.0	i
- CC(NC(=O)c1nn(C)c(=O)c2ccccc12)c1ccccc1 (configuration not stated)
→ i	0.2	i	i	4.8	i	-2.1	i	i	-15.2	i
- Fc1ccc(NC(=S)N2CCOCC2)cc1Cl
→ i	-0.2	i	i	2.9	i	0.3	i	i	-10.5	i
- Cc1ccc2c(c1)nnn2C1CCN(C(=O)c2ccccc2F)CC1
→ i	0.1	.	i	-1.5	i	-1.0	i	i	-17.2	i
- CCCCCOC(=O)c1ccc(NC(=O)c2cccc(NC(=O)c3ccccc3C(=O)O)c2)cc1
→ i	1.1	i	i	-3.1	i	-5.0	i	i	-7.2	i
- CC(=O)Nc1ccc(S(=O)(=O)N2CC(=O)NC(=O)C2)cc1
→ i	2.1	i	i	-1.2	i	-7.3	i	i	-2.9	i
- CS(=O)(=O)N(CC(=O)N1CCN(c2ccc(F)cc2)CC1)c1cccc(Cl)c1
→ i	1.1	i	i	2.8	i	-3.8	i	i	-15.5	i
- CCOc1ccc2nc(NC(=O)c3ccc(OC)c(S(=O)(=O)N4CCOCC4)c3)sc2c1
→ i	1.4	i	i	-1.8	i	36.6	i	i	-10.8	i
- CNCCCCOc1ccccc1Cc1ccccc1
→ i	-0.4	i	i	4.5	i	.	i	i	-9.4	.
- Cc1ccc(CSc2nnc(SCC(=O)N/N=C/c3ccccc3OCC(=O)O)s2)cc1
→ i	0.1	i	i	-0.6	i	-3.6	i	i	-5.7	i

No new results follow: 2 of the compounds above.
Every second line gives: KCNQ1 block	GSK3A inh	PolyA inhibitor	RGS4 act	GSK3beta inhib	KCNK9 inh	DYRK1A inh	KCNQ1 pot	RGS4 block	hERG protect	KCNK3 block
- COc1ccc(C(=O)Nc2cc3c4c(c2)C(C)C(=O)N4CCC3)c(OC)c1 (configuration not stated)
→ i	-0.5	i	i	-0.1	i	-2.2	i	i	-13.7	i
- O=c1[nH]c2cc3c(cc2cc1CN(CCCO)C(=S)NCc1ccco1)OCO3
→ i	3.2	i	i	-0.3	i	0.7	i	i	-3.2	i

Further structures follow:
Every second line gives: KCNQ1 block	GSK3A inh	PolyA inhibitor	RGS4 act	GSK3beta inhib	KCNK9 inh	DYRK1A inh	KCNQ1 pot	RGS4 block	hERG protect	KCNK3 block
- O=C1NC2(CCCCCC2)C(=O)N1Cc1ccccc1F
→ i	-2.0	i	i	-3.1	i	3.5	i	i	-3.1	i
- CC(C)NS(=O)(=O)c1ccc(OCC(=O)NC2CCCCCC2)cc1
→ i	-0.2	i	i	2.0	i	-5.6	i	i	-9.4	i
- Cc1[nH]c(=O)[nH]c(=O)c1N(C)C
→ i	2.5	i	i	3.7	i	-4.3	i	i	-0.7	i
- CCOC(=O)C(CCCCCCC(NC(C)=O)(C(=O)OCC)C(=O)OCC)(NC(C)=O)C(=O)OCC
→ i	-2.7	i	i	-0.9	i	3.6	i	i	-8.7	i
- CC(C)SCCCCOc1ccc2ccccc2c1
→ i	1.6	i	i	3.3	i	-8.3	i	i	-12.0	i
- O=C(O)CC(c1ccc(F)cc1F)N1Cc2ccccc2C1=O (configuration not stated)
→ i	-4.5	i	i	0.9	i	1.6	i	i	-5.2	i
- O=C(CCSc1ccccc1)Nc1ccc(S(=O)(=O)Nc2ncccn2)cc1
→ i	0.3	i	i	1.0	i	-1.3	i	i	-2.4	i
- Cc1ccc(OC(C)C(=O)N=Nc2c(O)[nH]c3ccc([N+](=O)[O-])cc23)cc1 (configuration not stated)
→ i	2.5	i	i	2.0	i	4.8	i	i	-13.9	i
- O=C(CN1C(=O)S/C(=C\c2ccccn2)C1=O)Nc1ccccc1
→ i	.	.	i	-0.1	i	4.2	i	i	-7.6	i
- CCOc1cc(C)c(S(=O)(=O)N2CCCCC2)cc1C
→ i	0.6	i	i	2.1	i	-12.5	i	i	-13.9	i
- O=C(O)Cn1c(-c2cscn2)nc2ccccc21
→ i	0.3	i	i	-3.2	i	-1.4	i	i	2.1	i
- O=C(O)CSc1ncnc2c1oc1ccccc12
→ i	1.9	i	i	5.4	i	46.6	i	i	-2.6	i
- CC(=O)c1ccc(S(=O)(=O)NC2CC(=O)N(c3cccc(F)c3)C2)cc1 (configuration not stated)
→ i	-2.1	i	i	-2.7	i	-6.8	i	i	-15.4	i
- COc1cc(C)c(S(=O)(=O)N2CCOCC2)cc1C(C)C
→ i	0.0	i	i	1.7	i	-3.0	i	i	-1.8	i
- COc1ccc(CCNC(=O)COc2ncnc3ccccc23)cc1OC
→ i	-1.1	i	i	2.5	i	0.9	i	i	-13.4	i
- CCN(CC)S(=O)(=O)c1ccc(N2Cc3ccccc3C2=N)cc1
→ i	-0.1	i	i	-1.2	i	1.9	i	i	-10.5	i
- Nc1ccccc1NC(=O)NC(=O)c1ccccc1
→ i	1.5	i	i	-4.2	i	-1.6	i	i	-4.3	i
- O=C1CN(C(=O)NCCC(=O)NC2CCCCC2)c2ccccc2N1
→ i	1.5	i	i	1.3	i	-0.2	i	i	-4.7	i
- Cc1ccc(Cn2c(CN3CCOCC3)nc3c2c(=O)n(C)c(=O)n3C)cc1
→ i	-2.3	.	i	-2.7	i	-3.7	i	i	-5.1	i
- O=C(NC1CCCCCC1)C1CCC(CNS(=O)(=O)c2ccc(Br)s2)CC1 (configuration not stated)
→ i	4.3	i	i	-0.2	i	-6.4	i	i	-4.7	i

Record cards, as listed above.
Cc1[nH]c(=O)[nH]c(=O)c1N(C)C across the screens: KCNQ1 block: i; GSK3A inh: 2.5; PolyA inhibitor: i; RGS4 act: i; GSK3beta inhib: 3.7; KCNK9 inh: i; DYRK1A inh: -4.3; KCNQ1 pot: i; RGS4 block: i; hERG protect: -0.7; KCNK3 block: i
CCOc1cc(C)c(S(=O)(=O)N2CCCCC2)cc1C across the screens: KCNQ1 block: i; GSK3A inh: 0.6; PolyA inhibitor: i; RGS4 act: i; GSK3beta inhib: 2.1; KCNK9 inh: i; DYRK1A inh: -12.5; KCNQ1 pot: i; RGS4 block: i; hERG protect: -13.9; KCNK3 block: i

(cont.)
Every second line gives: KCNQ1 block	GSK3A inh	PolyA inhibitor	RGS4 act	GSK3beta inhib	KCNK9 inh	DYRK1A inh	KCNQ1 pot	RGS4 block	hERG protect	KCNK3 block
- COc1cc(C=O)ccc1OCc1ccc(Cl)nc1
→ i	-1.0	i	i	-0.3	i	.	i	i	-7.5	i
- CCCCCn1c(=N)n(CC(O)COc2ccccc2OC)c2ccccc21 (configuration not stated)
→ 7*!	2.5&-1.9	i	i	3.0&-0.8	i	0.9	i	i	-26.0&-25.4	i
- O=C(Nc1ccccc1)OCCOc1ccccc1
→ i	-1.8	i	i	3.0	i	2.5	i	i	-11.2	i
- O=C(COc1cccc(NC(=O)c2cccc([N+](=O)[O-])c2)c1)c1ccc(F)cc1
→ i	16.3	i	i	3.5	i	-6.3	i	i	-4.8	i
- COc1ccc(N2CC(C(=O)N[C@@H](C)C(=O)NCc3ccccc3OC)CC2=O)cc1 (some centres not stated)
→ i	-4.7	i	i	2.4	i	-9.8	i	i	-11.8	i
- Cc1nnc(SCC2=C(C(=O)O)N3C(=O)C(NC(=O)c4cccc(F)c4F)C3SC2)s1 (configuration not stated)
→ i	-0.3	i	i	0.7	i	3.0	i	i	-8.2	i
- O=C(NC(CO)Cc1ccc([N+](=O)[O-])cc1)C(Cl)Cl (configuration not stated)
→ i	2.2	i	i	-6.4	i	2.4	i	i	-7.4	i
- CN1CCN(NC(=O)Nc2cccc(Cl)c2Cl)CC1
→ i	4.2	i	i	-17.2	i	24.1	i	i	-3.1	i
- O=C(C1CCN(S(=O)(=O)c2ccccc2)CC1)N1CCc2ccccc21
→ i	-2.6	i	i	2.6	i	-1.1	i	i	-8.0	i
- O=C(CN(CC1CCCO1)C(=O)CCC(=O)Nc1ccccn1)NCC1CCCO1 (configuration not stated)
→ i	1.2	i	i	0.2	i	2.6	i	i	-14.8	i
- CC1CCCN(C(C(=O)Nc2ccc3c(c2)OCO3)c2ccccc2)C1 (configuration not stated)
→ i	-0.2	i	i	-1.1	i	-6.6	i	i	-11.2	i
- C=C1C(=O)O[C@H]2C[C@]3(C)C([C@@H](OC(=O)/C(C)=C/C)[C@H]12)[C@](C)(O)CC[C@H]3O (some centres not stated)
→ i	1.9	i	i	1.0	i	1.8	i	i	-4.0	i
